# Compound activity (PubChem BioAssay)
# inhibitors of VEEV: inhibitors of VEEV TC-83 cytopathic effect, confirmation, Vero cells (AID 588727); Vero cells, VEEV TC-83 cytopathic effect inhibition; higher % means a stronger effect; inhibition, % at 20 µM, or IC50 in µM where a hit was titrated; hit rate 0.13% among 350,000; in the data active = a potency from the dose series; inconclusive = inhibition mostly from about 14% at the one dose, without a potency; inactive = the rest, 99 in 100 with inhibition below about 12%; also: strong numbers were not always called active
# H37Rv inhibition: M. tuberculosis growth inhibition, HTS (AID 449762); M. tuberculosis H37Rv growth inhibition, 7H9 media; higher % means a stronger effect; inhibition, % at 25 µM, or IC50 in µM where a hit was titrated; hit rate 0.59% among 330,000; in the data active = a potency from the dose series; inconclusive = inhibition above about 70% without an active follow-up result;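 also: bacterial growth assessed after seven days of incubation; strong numbers were not always called active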
# H1N1 NS1A inhibition: NS1A inhibition, H1N1 influenza, cell based functional assay (AID 504329); hit rate 0.3% among 340,000; inhibition, % at 12.5 µM, or IC50 in µM where a hit was titrated; NS1A functional cell-based assay, percent inhibition; higher % means a stronger effect; in the data active = a potency from the dose series; inconclusive = inhibition above about 27% without an active follow-up result; also: strong numbers were not always called active
# PhoP GFP inhibition: PhoP regulon inhibitors, Salmonella typhi PhoP promoter GFP reporter, confirmatory (AID 1850). Salmonella Typhi PhoP-promoter GFP reporter, fluorescence, 4 h; higher % means a stronger effect. inhibition, % at 50 µM; hits with a dose series show IC50 in µM. hit rate 0.33% among 310,000; in the data active = a potency from the dose series; inconclusive = inhibition mostly from about 25% at the one dose, without a potency; inactive = the rest, 99 in 100 with inhibition below about 19%;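 also: 0% = induced wells with vehicle and 100% = uninduced wells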
# tuberculosis growth: growth inhibition of non-replicating M. tuberculosis (AID 488890); Mycobacterium tuberculosis non-replicating, growth inhibition; higher % means a stronger effect; inhibition, % at 25 µM; hits with a dose series show IC50 in µM; hit rate 0.39% among 320,000; in the data active = a potency from the dose series; inconclusive = inhibition mostly from about 82% at the one dose, without a potency; inactive = the rest, 99 in 100 with inhibition below about 76%;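 also: plate controls were DMSO cells for no effect and high antibiotic wells for full effect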
# * = called active by the depositor; i = inactive; ? = inconclusive; . = no result given. Outcome played no part in choosing rows; overall some 1.5% were active at least once.
SMILES,inhibitors of VEEV,H37Rv inhibition,H1N1 NS1A inhibition,PhoP GFP inhibition,tuberculosis growth
CCCCN(C(=O)c1cc2ccccc2o1)c1c(N)n(CCCC)c(=O)[nH]c1=O,7.5%,3%,0%,.,62%
COc1ccc(OC)c(NC(=O)N2CCc3ccccc3C2)c1,5.7%,4%,5%,-12%,9%
CCN1CCN(S(=O)(=O)c2ccc(Cl)nc2)CC1,i,1%,-13%,-4%,-1%
COc1ccc(OC)c(NC(=O)c2nnn(Cc3ccccc3C)c2N)c1,5.7%,-2%,4%,-3%,33%
CC(=O)N(C)c1ccc(OCC(O)Cn2c3ccc(Cl)cc3c3cc(Cl)ccc32)cc1 (stereo not given),i,0%,10%,-6%,36%
NC(=O)NC(Cc1ccccc1)c1ccccc1 (stereo not given),3.6%,.,2%,.,.
CCCCN(C(=O)CSCC(=O)Nc1ccc(OC)cc1)c1c(N)n(Cc2ccccc2)c(=O)[nH]c1=O,5.3%,-4%,-3%,12%,.
Cc1ccccc1NS(=O)(=O)c1ccc(NS(=O)(=O)c2cccs2)cc1,0.9%,4%,5%,-5%,7%
COC(=O)CCc1cccc(CCC(=O)OC)c1,0.8%,0%,4%,-5%,31%
Cc1cc(NC(=O)C(C)SCC(=O)Nc2ccccc2N2CCCC2)no1 (stereo not given),i,0%,-7%,-4%,9%
CCN1C(=O)N(C(C)=O)C2C1N(C(C)=O)C(=O)N2C(C)=O (stereo not given),0.1%,-4%,-4%,-3%,-8%
CC(C)COC(=O)N1CC(O)CC1C(=O)Nc1ccc2c(c1)OCO2 (stereo not given),1.8%,-2%,-2%,.,20%
Cc1ccc(CC(=O)NCC(O)c2ccccc2)cc1 (stereo not given),1.1%,0%,8%,3%,-11%
CC1CCN(CC(=O)c2cccc(C(F)(F)F)c2)CC1,0.9%,5%,-31%,-10%,-6%
COc1cc(C(=S)N2CCOCC2)ccc1OC(=O)Cc1ccc(F)cc1,0.5%,3%,-7%,-5%,2%
Cc1ccc(-c2oc3ccccc3c(=O)c2OCC(=O)O)cc1,2.1%,0%,3%,13%,2%
CCCCN(C(=O)c1cc(=O)[nH]c2ccccc12)c1c(N)n(CCC)c(=O)[nH]c1=O,.,-8%,.,15%,-3%
CCSc1nnc(NC(=O)c2csc3c2CCCC3)s1,1.0%,-2%,3%,0%,0%
CC(=O)c1c(C)[nH]c(C(=O)Nc2ccc3c(c2)OCCO3)c1C,7.3%,-5%,0%,6%,-5%
CC(NC(N)=O)C12CC3CC(CC(C3)C1)C2 (stereo not given),1.3%,-8%,20%,0%,-4%
Nc1nc2ccccc2n1CCOc1ccccc1Cl,i,12µM*,-16%,73µM*,7.6µM*
COC(=O)C1=C(c2cccc(C#N)c2)C[C@@H]2CC[C@H]1N2C(=O)NCCOc1ccc(OC)cc1,0.6%,1%,-3%,.,18%
CNC(=O)C1CC(=O)N(Cc2ccc(OC)c(OC)c2)C(=Nc2ccc(OC)cc2)S1 (stereo not given),12%,2%,-9%,5%,-19%
Cc1nnc(-c2cccc(C(F)(F)F)c2)nc1N1CCOCC1,i,-4%,-6%,2%,14%
CC(C)C(c1nnnn1Cc1ccc2c(c1)OCO2)N1CCN(c2ccccc2)CC1 (stereo not given),0.9%,2%,9%,-7%,2%
CCN(CC)CCNC(=O)C1c2cc(OC)c(OC)cc2C(=O)N(C)C1c1cccs1 (stereo not given),0.3%,-4%,2%,7%,0%
CC1=CCn2c(=O)c3ccccc3c(=O)n2C1,1.1%,-1%,-8%,-4%,-22%
Cc1noc(C(=O)Nc2ccc(C#N)cc2)c1Cl,i,-1%,-11%,0%,-2%
O=C(O)CC1(CC(=O)Nc2ccc3ccccc3c2)CCCCC1,i,-2%,0%,-1%,26%
O=C(NNC(=O)c1ccc(Br)o1)c1ccc(NC(=O)c2ccccc2)cc1,2.4%,1%,-16%,-13%,6%
Cc1cc(NC(=O)CSc2nnc(CNC(=O)c3ccccc3)o2)no1,0.3%,-6%,0%,-13%,-8%
Cc1cccnc1NC(=S)Nc1ccc(Cl)c(Cl)c1,0.8%,?,-8%,4%,63%
COCCn1c(SC2CCCCC2=O)nnc1-c1ccncc1 (stereo not given),1.0%,-2%,10%,-5%,8%
OC1COCOC1C(O)C1OCOCC1O (stereo not given),1.4%,.,-15%,.,.
COc1cccc(/C=N/NC(=O)c2ccccc2NC(=O)c2ccco2)c1OC,1.4%,7%,-17%,6%,27%
O=C(c1ccc2c3n(nc2c1)-c1ccc(Cl)cc1CO3)N1CCOCC1,0.4%,-4%,-3%,-1%,-9%
O=C(NC(=S)Nc1ccccc1)c1csnn1,2.9%,0%,1%,-14%,61%
O=C(COC(=O)CNS(=O)(=O)c1cc(C(F)(F)F)ccc1Cl)NC1CC1,i,-8%,-10%,.,1%
N=C1/C(=C\c2ccc(OC(=O)c3ccc(F)cc3)cc2)C(=O)N=C2SC(N3CCOCC3)=NN12,2.9%,4%,8%,18%,62%
CC(=O)c1sc(NC(=O)c2ccc(C(C)(C)C)cc2)nc1C,1.6%,-5%,-1%,9%,-8%
COc1ccc(NC(=O)Cc2c(F)cccc2Cl)cc1,i,8%,-6%,-17%,5%
N#C/C(C(N)=O)=C1/CCc2ccccc2N1,0.6%,-3%,-6%,-10%,10%
Cc1ccc(/C=C(\C#N)c2nc3ccccc3[nH]2)s1,0.8%,-7%,-4%,1%,27%
Cc1cc(OCC(=O)NCC(c2cccs2)N2CCOCC2)ccc1C(C)C (stereo not given),5.1%,7%,1%,-5%,28%
O=C(COC(=O)c1ccc(Br)o1)Nc1cccc(S(=O)(=O)N2CCOCC2)c1,24%,7%,-4%,.,14%
CC1(C)Cc2ccccc2C(Nn2cnnc2)=N1,1.1%,-11%,-1%,12%,-6%
O=C1NC(=S)NC1=Cc1ccco1,5.9%,.,5%,.,.
COc1ccc(-c2noc(CN(C)S(=O)(=O)c3ccccc3)n2)cc1OC,11%,0%,-2%,-1%,12%
COc1ccccc1-c1ccc(=O)n(CC(=O)Nc2ccc(C(=O)N3CCCC3)cc2)n1,0.6%,-4%,8%,-9%,10%
O=C(Nc1nc2n(n1)C(c1ccc(Cl)cc1)CC(c1ccc(Cl)cc1)N2)c1ccco1 (stereo not given),.,?,.,-6%,2%
CC1(c2ccc(OC(F)F)cc2)NC(=O)N(CC(=O)NC2CCCC2)C1=O (stereo not given),0.5%,-1%,-1%,.,-6%
COc1ccc(S(=O)(=O)N(C)C)cc1NC(=O)CCCSc1ccccc1,2.0%,6%,5%,3%,-1%
N#Cc1cccc(C(=O)Nc2cccc(S(=O)(=O)N3CCCC3)c2)c1,8.1%,-8%,-4%,-2%,3%
Cc1cc(=O)[nH]c(SCC(=O)Nc2cc(S(=O)(=O)N(C)C)ccc2Cl)n1,0.1%,-2%,-5%,2%,0%
COc1cccc(CNS(=O)(=O)c2cccc(S(=O)(=O)N3CCOCC3)c2)c1,i,5%,-7%,1%,18%
Cc1ccc(-c2nnc(NCc3nc4ccccc4[nH]3)c3ccccc23)cc1S(=O)(=O)N1CCOCC1,5.3%,64%,10%,-1%,33%
COc1ccc(OC)c([C@@H](O)[C@H](C)NC(C)(C)C)c1,i,-1%,8%,0%,-6%
CC(=O)c1ccc(N2CCN(C(=O)c3ccc(C(=O)c4ccccc4)cc3)CC2)cc1,5.8%,-3%,1%,.,28%
Fc1ccc(CNc2nc(-c3ccco3)cc(C(F)(F)F)n2)cc1,4.5%,-5%,-13%,-10%,21%
COC(=O)c1ccc(NC(=O)Cn2nc(-c3ccncc3)nc2SCC(=O)Nc2nccs2)cc1,3.7%,0%,5%,-16%,14%

# Further entries follow:
SMILES,inhibitors of VEEV,H37Rv inhibition,H1N1 NS1A inhibition,PhoP GFP inhibition,tuberculosis growth
CC(C)[C@H](NC(=O)c1cc2cc(Cl)ccc2n1C)C(=O)N[C@@H](C(=O)O)c1ccccc1,0.2%,-10%,1%,-2%,-14%
C=CCNC(=O)c1ccc2c(c1)S(=O)(=O)c1ccccc1C2=O,4.2%,-8%,9%,9%,20%
COc1ccc(CN(C(=O)c2cc3ccccc3oc2=O)C2CCS(=O)(=O)C2)cc1OC (stereo not given),2.7%,6%,4%,-11%,-10%
CC(=O)c1ccc2noc(-c3ccccc3)c2c1,4.5%,5%,-3%,9%,-15%
Cc1ccc(F)c(NC=C2C(=O)OC(C)(C)OC2=O)c1,0.1%,-2%,-21%,1%,1%
CCC(C)NC(=O)C1CCC(=O)N1CCc1ccccc1 (stereo not given),0.4%,1%,-5%,7%,-28%
COc1ccc2[nH]cc(CCNC(=O)C3CC(=O)N(c4ccc(Cl)cc4)C3)c2c1 (stereo not given),2.5%,58%,1%,-2%,?
O=C(/C=C/c1ccc(S(=O)(=O)N2CCOCC2)cc1)NC(=S)NCCCn1ccnc1,0.8%,-3%,-7%,9%,-10%
CCc1ccccc1NC(=O)N[C@H](C(=O)O)C(C)CC (stereo not given in full),1.8%,-3%,-3%,-8%,1%
Cc1ccnc(N2C(=O)CSC2c2ccc(Cl)cc2)c1 (stereo not given),i,-11%,-7%,11%,8%
COc1cc(/C=C2/C(=O)N=C(N)N2C)cc(OC)c1OC,2.9%,-12%,-3%,0%,-6%
CCN(CC)C(=O)CN1CCN(Cc2ccc3c(c2)OCO3)CC1,i,-1%,-23%,-17%,-4%
CCOC(=O)c1cc(-c2ccc(F)cc2)n(CC(=O)Nc2nccs2)c1C,7.2%,0%,30%,.,.
O=C(N/N=C/c1ccc[nH]1)c1ccc([N+](=O)[O-])cc1,1.3%,4%,-4%,-8%,-13%
CC[C@]12c3[nH]c4ccc(OC)cc4c3CCN1C(=O)C(CC(=O)NCCCN(C)C)C[C@@H]2C(=O)N1CCN(C(=O)C2CC2)CC1 (stereo not given in full),1.5%,.,23%,.,.
CC(=O)c1ccc(NC(=O)c2c(C)nn(-c3ccccc3)c2Cl)cc1,0.1%,32%,8%,0%,52%

# 20 of these compounds in another layout.
Molecule | inhibitors of VEEV | H37Rv inhibition | H1N1 NS1A inhibition | PhoP GFP inhibition | tuberculosis growth
Cc1ccc(-c2nnc(NCc3nc4ccccc4[nH]3)c3ccccc23)cc1S(=O)(=O)N1CCOCC1 | 5.3% | 64% | 10% | -1% | 33%
COc1ccc(OC)c([C@@H](O)[C@H](C)NC(C)(C)C)c1 | i | -1% | 8% | 0% | -6%
CC(=O)c1ccc(N2CCN(C(=O)c3ccc(C(=O)c4ccccc4)cc3)CC2)cc1 | 5.8% | -3% | 1% | . | 28%
Fc1ccc(CNc2nc(-c3ccco3)cc(C(F)(F)F)n2)cc1 | 4.5% | -5% | -13% | -10% | 21%
COC(=O)c1ccc(NC(=O)Cn2nc(-c3ccncc3)nc2SCC(=O)Nc2nccs2)cc1 | 3.7% | 0% | 5% | -16% | 14%
CC(C)[C@H](NC(=O)c1cc2cc(Cl)ccc2n1C)C(=O)N[C@@H](C(=O)O)c1ccccc1 | 0.2% | -10% | 1% | -2% | -14%
C=CCNC(=O)c1ccc2c(c1)S(=O)(=O)c1ccccc1C2=O | 4.2% | -8% | 9% | 9% | 20%
COc1ccc(CN(C(=O)c2cc3ccccc3oc2=O)C2CCS(=O)(=O)C2)cc1OC (stereo not given) | 2.7% | 6% | 4% | -11% | -10%
CC(=O)c1ccc2noc(-c3ccccc3)c2c1 | 4.5% | 5% | -3% | 9% | -15%
Cc1ccc(F)c(NC=C2C(=O)OC(C)(C)OC2=O)c1 | 0.1% | -2% | -21% | 1% | 1%
CCC(C)NC(=O)C1CCC(=O)N1CCc1ccccc1 (stereo not given) | 0.4% | 1% | -5% | 7% | -28%
COc1ccc2[nH]cc(CCNC(=O)C3CC(=O)N(c4ccc(Cl)cc4)C3)c2c1 (stereo not given) | 2.5% | 58% | 1% | -2% | ?
O=C(/C=C/c1ccc(S(=O)(=O)N2CCOCC2)cc1)NC(=S)NCCCn1ccnc1 | 0.8% | -3% | -7% | 9% | -10%
CCc1ccccc1NC(=O)N[C@H](C(=O)O)C(C)CC (stereo not given in full) | 1.8% | -3% | -3% | -8% | 1%
Cc1ccnc(N2C(=O)CSC2c2ccc(Cl)cc2)c1 (stereo not given) | i | -11% | -7% | 11% | 8%
COc1cc(/C=C2/C(=O)N=C(N)N2C)cc(OC)c1OC | 2.9% | -12% | -3% | 0% | -6%
CCN(CC)C(=O)CN1CCN(Cc2ccc3c(c2)OCO3)CC1 | i | -1% | -23% | -17% | -4%
CCOC(=O)c1cc(-c2ccc(F)cc2)n(CC(=O)Nc2nccs2)c1C | 7.2% | 0% | 30% | . | .
O=C(N/N=C/c1ccc[nH]1)c1ccc([N+](=O)[O-])cc1 | 1.3% | 4% | -4% | -8% | -13%
CC[C@]12c3[nH]c4ccc(OC)cc4c3CCN1C(=O)C(CC(=O)NCCCN(C)C)C[C@@H]2C(=O)N1CCN(C(=O)C2CC2)CC1 (stereo not given in full) | 1.5% | . | 23% | . | .
